Screening results (PubChem)
KCNH2 3.1 inh: blocks the human KCNH2 3.1 channel isoform; U2OS KCNH2 3.1, thallium flux FluxOr; hits give low values; activity change, % (tested at about 1.8 µM); hit rate 0.95% among 340,000; AID 720553;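 active = maximum activity change below -70%; inconclusive = maximum activity change from -70% to -50%; inactive = maximum activity change above -50%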;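 note: thallium influx rate constant from kinetic fluorescence after stimulation buffer; % is set by controls: 0 for no effect and ±100 for the full control effect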
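Kinetic fluorescence (2 min after stimulation buffer) measures Tl+ influx through KCNH2 3.1 expressed by viral transduction in U2OS cells; the rate constant is normalized against DMSO controls serving as positive and negative references.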
USP2a block: blocks human ubiquitin-specific protease USP2a. O75604. AID 463254. Potency, µM (doses to about 38.3 µM), inactives show at the highest dose activity change, negative = inhibition, usual class: inhibitors. USP2 core, Ub-CHOP2 coupled fluorogenic reporter, 485/531. hit rate 0.01% among 330,000;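 note: potency is the fitted concentration of half-maximal effect; plate controls were DMSO wells for no effect and full inhibition by NEM control for full effect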
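Deubiquitinase activity read as fluorescence (485/531 nm) after Ub-CHOP2 cleavage activates the enterokinase reporter on its substrate; USP2 core 10nM, Ub-CHOP2 and substrate 25nM each, 30min compound preincubation then 60min RT; data normalized to NEM, curves fitted.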
Eya2 inh: blocks the phosphatase activity of human Eya2; O00167; recombinant Eya2, OMFP fluorescence dephosphorylation (OMFP is methylfluorescein phosphate); Potency, µM (doses to about 76.9 µM), inactives show top-dose activity, negative = inhibition, usual class: inhibitors; hit rate 0.006% among 330,000; AID 488837; note: potency is the fitted concentration of half-maximal effect; % is set by controls: 0 for no effect and ±100 for the full control effect
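Eya2 (0.2 uM) preincubated 10 min at ambient with compound, then OMFP substrate added at 50 uM; 10 min reaction in 50 mM HEPES pH 7.5, 50 mM NaCl, 5 uM MgCl2, 0.05% BSA, 1 mM DTT. Fluorescence read at Ex 485/Em 525 nm.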
TCR act: activators of T cell receptors; primary human leukocytes, anti-CD3, IL-2 HTRF, 48 h; Potency, µM (highest dose often 9.22 µM), for inactives: at the highest dose activation of IL-2 secretion, usual class: activators; 330,000 tested, under 10 active; AID 504894; note: % of control where 0% means no effect
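Compounds are tested in HTS on primary human leukocytes co-incubated with a-CD3 beads for 48 hr. IL-2 output is measured by time-resolved FRET.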
KCNH2 WT inh: blocks the wildtype human KCNH2 potassium channel. AID 720551. hit rate 0.37% among 340,000. activity change, % at 1.84 µM. U2OS, BacMam KCNH2, thallium flux FluxOr; hits give low values;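 active = maximum activity change below -70%; inconclusive = maximum activity change between -70% and -50%; inactive = maximum activity change above -50%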; note: % is set by controls: 0 for no effect and ±100 for the full control effect
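U2OS cells transduced with wild-type KCNH2 virus are loaded with FluxOr dye for 45 min, and thallium flux is measured in kinetic reads before and after stimulation buffer. Rate constants are normalized to DMSO controls.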
ELG1 DNA repair: blocks ELG1-dependent DNA repair in HEK293T cells. HEK293T ELG1-luciferase reporter, luminescence, 16 h; DNA damage induced by 5-fluorouridine. Potency, µM (highest dose often 46.1 µM), inactives show top-dose activity change, negative = inhibition, usual class: inhibitors. AID 504467. hit rate 2.3% among 330,000; note: potency is the fitted concentration of half-maximal effect; % is set by controls: 0 for no effect and ±100 for the full control effect; nearly all actives have a fitted effect of over 55% in size
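DMSO vehicle served as the neutral condition. Each well held 2,000 cells given 5-fluorouridine plus compound; after 16 hr at 37 °C/5% CO2, ONE-Glo was added and luciferase measured 30 min later.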
Mito fusion act: inhibitors of mitochondrial division or activators of mitochondrial fusion. S. cerevisiae fusion-defective mutant growth rescue, CellTiterGlo 48 h. Potency, µM (series often up to 46.1 µM), without a hit: at the top dose growth rescue (activation), usual class: activators. hit rate 0.23% among 320,000;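 note: potency is the fitted concentration of half-maximal effect; % of control where 0% means no effect; nearly all actives have a fitted effect of over 45% in size; temperature-sensitive fusion mutants such as fzo1-1 at 37 °C on non-fermentable ethanol glycerol medium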
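Growth-rescue viability read-out: after 48 h at the non-permissive 37C in glycerol/ethanol YPEG, yeast mitochondrial fusion mutants are measured by CellTiterGlo luminescence; compounds (23 nl pinned per well) restoring growth score as division inhibitors or fusion activators.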
TSHR antag: human thyrotropin receptor antagonism | P16473 | activity change, negative = inhibition, % at 11.5 µM | TSHR-expressing cells, TSH-stimulated cAMP HTRF, 2 h; hits give low values | hit rate 0.2% among 330,000;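 active = activity change below a set negative limit, meaning inhibition stronger than a set level, cut at about -70% in these data; inconclusive = activity change between two set negative limits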; note: % is set by controls: 0 for no effect and ±100 for the full control effect
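Inhibition of cAMP made by TSHR-expressing cells under TSH stimulation (4nM final, EC80; 2 h, 37 deg C) is quantified with a one-step lysis HTRF kit, anti-cAMP cryptate versus cAMP-d2.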
A-T KAP1 phos: potential ataxia-telangiectasia treatment; Potency, µM (highest dose often 57.5 µM), without a hit: at the top dose activation, actives largely listed as activators; hit rate 0.19% among 320,000; […] A-T fibroblasts, KAP-1 phosphorylation AlphaLISA; neocarzinostatin DNA damage 30 min before lysis; note: potency is the fitted concentration of half-maximal effect; % of control where 0% means no effect; nearly all actives have a fitted effect of over 45% in size
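ATM-like activity read as KAP-1 phosphorylation via AlphaLISA donor/acceptor antibody pairs after lysis and 6 hr at 25C. Cells were ATM-null patient fibroblasts ([…], hTERT), dosed 60 min, then exposed to the DSB inducer NCS for 30 min.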
TRPV1 ag: human TRPV1 agonism; TRPV1-expressing cells, Fluo-8 calcium influx, agonist mode; activation, % at 8.33 µM; hit rate 0.19% among 320,000; AID 540275; in the data active = activation above about 80%; inconclusive = between about 30% and that limit; note: 0% is about no effect
Target sequence (Q8NER1 whole entry, looked up): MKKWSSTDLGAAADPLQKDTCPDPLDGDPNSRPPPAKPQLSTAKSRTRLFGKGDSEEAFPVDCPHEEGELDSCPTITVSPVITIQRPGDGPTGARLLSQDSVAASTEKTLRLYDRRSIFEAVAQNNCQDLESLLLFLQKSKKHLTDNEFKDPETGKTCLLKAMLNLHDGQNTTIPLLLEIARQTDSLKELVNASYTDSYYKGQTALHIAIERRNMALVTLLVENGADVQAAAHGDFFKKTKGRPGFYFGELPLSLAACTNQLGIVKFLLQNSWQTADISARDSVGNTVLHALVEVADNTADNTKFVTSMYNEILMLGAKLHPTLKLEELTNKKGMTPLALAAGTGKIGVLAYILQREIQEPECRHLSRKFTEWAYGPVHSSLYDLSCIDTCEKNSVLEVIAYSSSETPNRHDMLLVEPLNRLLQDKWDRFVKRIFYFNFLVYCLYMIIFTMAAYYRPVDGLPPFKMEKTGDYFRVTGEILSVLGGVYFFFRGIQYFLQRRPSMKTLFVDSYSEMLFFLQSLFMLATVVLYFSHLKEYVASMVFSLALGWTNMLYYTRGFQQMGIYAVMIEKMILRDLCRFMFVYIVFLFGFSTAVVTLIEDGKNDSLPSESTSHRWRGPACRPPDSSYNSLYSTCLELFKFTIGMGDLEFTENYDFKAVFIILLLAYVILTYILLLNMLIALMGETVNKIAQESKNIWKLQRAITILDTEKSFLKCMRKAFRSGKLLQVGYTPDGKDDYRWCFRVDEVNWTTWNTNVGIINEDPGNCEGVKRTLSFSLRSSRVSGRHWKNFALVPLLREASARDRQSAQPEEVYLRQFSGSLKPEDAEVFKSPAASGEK
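Fluo-8 calcium influx in TRPV1-expressing cells, kinetic read (ex 480/em 520 nm). Compound added and read 3 min for agonist activity, followed by capsaicin at EC20 final and 2 min further read for enhancement.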
* hit, by the source's call; [ ] = remark or other dose. Unless noted, calls come from the whole dose curve; as a rule, active = well fitted curve in the direction sought with a large enough effect; inconclusive = small, poorly fitted or top-dose-only effect, or another doubt; inactive = no such curve, though single readings can be large; an effect the other way counts as inactive or inconclusive. A portion of the library; rates above refer to the full screens.

For CCOC(=O)c1cnc2c(-c3ccc(Cl)cc3)c(C)nn2c1N the results were KCNH2 3.1 inh -2, USP2a block 1%, Eya2 inh -2%, TCR act -3%[46.1 µM], KCNH2 WT inh -2, ELG1 DNA repair 28%, Mito fusion act 2%, TSHR antag -16 and TRPV1 ag -1.
Screening CCN(CC(=O)Nc1ccc2c(c1)OCCO2)C(=O)c1cc(=O)[nH]c2ccccc12 returned KCNH2 3.1 inh 9, USP2a block 3%, Eya2 inh -4%, TCR act -6%, KCNH2 WT inh -7, ELG1 DNA repair 9%, Mito fusion act -2%, TSHR antag 4, A-T KAP1 phos 4% and TRPV1 ag 1.
For Cc1cc(NS(=O)(=O)c2ccc(NC(=S)Nc3ccc(Cl)cc3C)cc2)no1 the results were KCNH2 3.1 inh 2, USP2a block 1%, Eya2 inh -8%, TCR act -1%, KCNH2 WT inh 4, ELG1 DNA repair 1%, Mito fusion act 1%, TSHR antag -3, A-T KAP1 phos 10% and TRPV1 ag 1.
Screening CCOC(=O)CNC(=O)C1(c2ccccc2)CCCC1 returned KCNH2 3.1 inh 9, USP2a block 1%, Eya2 inh -43%, TCR act 3%, KCNH2 WT inh -16, ELG1 DNA repair 0%, Mito fusion act 1%, TSHR antag -6, A-T KAP1 phos 6% and TRPV1 ag -1.
COc1ccc(Cl)cc1NC(=O)NCCN1CCCCC1 was read as KCNH2 3.1 inh 1, USP2a block 1%, Eya2 inh 5%, TCR act 4%, KCNH2 WT inh 0, ELG1 DNA repair inconclusive, Mito fusion act 7%, TSHR antag 1, A-T KAP1 phos -1% and TRPV1 ag 4.
O=C(COC(=O)c1cccs1)NCc1cccs1 was read as KCNH2 3.1 inh -16, USP2a block 0%, Eya2 inh -6%, TCR act -5%, KCNH2 WT inh -8, ELG1 DNA repair 15%, Mito fusion act 7%, TSHR antag -5, A-T KAP1 phos -2% and TRPV1 ag 1.
`O=C(CN1C(=O)C2C3C=CC(C3)C2C1=O)NC1CCCc2ccccc21` (stereo not drawn) gave KCNH2 3.1 inh -2, USP2a block 2%, Eya2 inh -3%, TCR act -1%, KCNH2 WT inh -18, ELG1 DNA repair 8%, Mito fusion act -3%, TSHR antag 3, A-T KAP1 phos -2% and TRPV1 ag -5.
For CC(C)C[C@@H](CN(C)N=O)N(C[C@H](Cc1ccccc1)N(CCc1ccccc1)N=O)N=O the results were KCNH2 3.1 inh -3, USP2a block 2%, Eya2 inh 6%, TCR act 8%, KCNH2 WT inh 2, ELG1 DNA repair 1%, Mito fusion act 2%, TSHR antag -25, A-T KAP1 phos 13% and TRPV1 ag 11.
Screening CCN(CC)CCC(=O)c1ccc(F)cc1 returned KCNH2 3.1 inh 19, USP2a block -1%, Eya2 inh 5%, TCR act 10%, KCNH2 WT inh -7, ELG1 DNA repair 3%, Mito fusion act -5%, TSHR antag 1, A-T KAP1 phos -2%[11.5 µM] and TRPV1 ag 0.
CNC(=O)CC(C(=O)O)c1ccc(OC(C)C)cc1 (stereo not drawn) was read as KCNH2 3.1 inh -4, USP2a block 3%, Eya2 inh 23%, TCR act 2%, KCNH2 WT inh 1, ELG1 DNA repair 1%, Mito fusion act -2%, TSHR antag 19 and TRPV1 ag 2.
Screening C1=C(c2ccccc2)CCN(c2ncnc3nc[nH]c23)C1 returned KCNH2 3.1 inh -6, USP2a block -1%, Eya2 inh 5%, TCR act 0%, KCNH2 WT inh -7, ELG1 DNA repair 23%, Mito fusion act -1%, TSHR antag -20, A-T KAP1 phos -3% and TRPV1 ag 2.
For CC(=O)Nc1ccc2nc(NC(=O)CN3CCOCC3)sc2c1 the results were KCNH2 3.1 inh 4, USP2a block 0%, Eya2 inh -22%, TCR act 4%, KCNH2 WT inh 2, ELG1 DNA repair -5%, Mito fusion act 1%, TSHR antag -2, A-T KAP1 phos 6% and TRPV1 ag -5.
Screening CC(C)Cn1c(N)c(C(=O)COC(=O)C2CCCN2C(=O)c2cccs2)c(=O)n(C)c1=O (stereo not drawn) returned KCNH2 3.1 inh 15, USP2a block 2%, Eya2 inh -3%, TCR act 10%, KCNH2 WT inh -17, ELG1 DNA repair -30%, Mito fusion act 4%, TSHR antag 15, A-T KAP1 phos -8% and TRPV1 ag 5.
CCc1ccccc1N1CC(C(=O)Nc2cc(S(=O)(=O)N3CCCC3)ccc2Cl)CC1=O (stereo not drawn) was read as KCNH2 3.1 inh -3, USP2a block 2%, Eya2 inh 9%, TCR act 2%, KCNH2 WT inh 21, ELG1 DNA repair inconclusive, Mito fusion act 0%, TSHR antag -2, A-T KAP1 phos 0% and TRPV1 ag -2.
`CN1C(=O)Cc2cc(S(=O)(=O)Nc3ccc(N4CCOCC4)cc3)ccc21` gave KCNH2 3.1 inh -4, USP2a block 5%, Eya2 inh -5%, TCR act -1%, KCNH2 WT inh 4, ELG1 DNA repair 10%, Mito fusion act -2%, TSHR antag 11, A-T KAP1 phos -8% and TRPV1 ag -2.
For O=C(Nc1cccc(NC(=O)c2ccc(Cl)cc2Cl)c1)c1cccnc1 the results were KCNH2 3.1 inh -23, USP2a block -8%, Eya2 inh 22%, TCR act -5%, KCNH2 WT inh -14, ELG1 DNA repair -30%, Mito fusion act -16%, TSHR antag -9, A-T KAP1 phos -4% and TRPV1 ag 2.
Cc1c(C)c(C)c(S(=O)(=O)NCCC(=O)N2CCN(Cc3ccc(C#N)cc3)CC2)c(C)c1C was read as KCNH2 3.1 inh -9, USP2a block -1%, Eya2 inh -16%, TCR act 4%, KCNH2 WT inh -8, ELG1 DNA repair -17%, Mito fusion act -1%, TSHR antag -4, A-T KAP1 phos 10% and TRPV1 ag 8.
Screening O=C(CNC(=O)c1cccs1)N/N=C/c1ccccc1[N+](=O)[O-] returned KCNH2 3.1 inh 7, USP2a block 2%, Eya2 inh -3%, TCR act -3%, KCNH2 WT inh 2, ELG1 DNA repair inconclusive, Mito fusion act -1%, TSHR antag 3, A-T KAP1 phos -2% and TRPV1 ag -2.
For Cc1ccc(-c2cc(C(=O)N/N=C/c3ccoc3)c3ccccc3n2)cc1 the results were KCNH2 3.1 inh -6, USP2a block 0%, Eya2 inh 0%, TCR act -3%, KCNH2 WT inh -18, ELG1 DNA repair -10%, Mito fusion act -2%, TSHR antag 2 and TRPV1 ag 21.
Screening Cn1c(=O)n(C)c2cc(S(=O)(=O)Nc3ccccc3C(=O)O)ccc21 returned KCNH2 3.1 inh -6, USP2a block 0%, Eya2 inh 13%, TCR act -1%, KCNH2 WT inh -18, ELG1 DNA repair 7%, Mito fusion act -1%, TSHR antag -2, A-T KAP1 phos -5% and TRPV1 ag -2.
Cc1ccc(N2CCN(C3=NC(=O)C(Cc4ccccc4)S3)CC2)cc1 (stereo not drawn) was read as KCNH2 3.1 inh -1, USP2a block 2%, Eya2 inh -22%, TCR act -1%[46.1 µM], KCNH2 WT inh -6, ELG1 DNA repair -18%, Mito fusion act 8%, TSHR antag -3, A-T KAP1 phos 3% and TRPV1 ag -1.
For CCOC(=O)Cn1c(=O)n(Cc2ccco2)c(=O)c2ccc(C(=O)NC3CCCC3)cc21 the results were KCNH2 3.1 inh 5, USP2a block 0%, Eya2 inh 9%, TCR act -5%, KCNH2 WT inh -12, ELG1 DNA repair inconclusive, Mito fusion act 0%, TSHR antag 4, A-T KAP1 phos 7% and TRPV1 ag 1.
For Cc1cccc2c1NC(C)CC2C (stereo not drawn) the results were KCNH2 3.1 inh 18, USP2a block 1%, Eya2 inh 2%, TCR act 5%, KCNH2 WT inh -20, ELG1 DNA repair 3%, Mito fusion act 1%, TSHR antag -8, A-T KAP1 phos 5% and TRPV1 ag -2.
Screening O=C(NCC1COc2ccccc2O1)c1c[nH]c2ccc(S(=O)(=O)N3CCOCC3)cc2c1=O (stereo not drawn) returned KCNH2 3.1 inh 2, USP2a block -1%, Eya2 inh -14%, TCR act -103%, KCNH2 WT inh 0, ELG1 DNA repair inconclusive, Mito fusion act 0%, TSHR antag -7, A-T KAP1 phos 0% and TRPV1 ag 17.
